Screening data deposited in PubChem BioAssay by several laboratories.
PMI inhibition: human PMI inhibitors, high substrate, primary screen, biochemical, fluorescence intensity, high mannose 6-phosphate (AID 1220) | Mannose-6-phosphate isomerase (Homo sapiens) | recombinant PMI enzyme, coupled fluorescence intensity; higher % means a stronger effect | inhibition, % at 20 µM, or IC50 in µM where a hit was titrated | 190,000 compounds, 0.66% hits
XIAP displacement: XIAP antagonists, biochemical, IAP family, fluorescence polarization (AID 1018). 200,000 compounds, 0.007% hits. displacement, % at 20 µM, or IC50 in µM where a hit was titrated. XIAP BIR domain, fluorescence polarization peptide displacement; higher % means a stronger effect. E3 ubiquitin-protein ligase XIAP (Homo sapiens); in the data active means displacement above about 50%; further: a part of the inactive calls stands beside numbers as strong as those of hits
TNAP activation fold: human TNAP enzyme activators, primary screen, biochemical, luminescent, no phosphate acceptor, uHTS (AID 1001). Alkaline phosphatase, tissue-nonspecific isozyme (Homo sapiens). purified TNAP, luminescent activation assay, no phosphate acceptor; higher activation fold means a stronger effect. activation fold at 20 µM; hits with a dose series show EC50 in µM. 200,000 compounds, 0.03% hits; in the data active means activation fold from about 3, or a potency from the dose series; inactive means the rest, 99 in 100 with activation fold below about 1.6; further: many of its hits are not listed in these tables
Myeloid diff MLP: induction of myeloid progenitor differentiation, primary screen, cell-based, flow cytometry, MLPCN library; ER-HoxA9 myeloid progenitors, lysozyme-GFP differentiation; calls only at 10 µM; 360,000 compounds, 1% hits; AID 624256, 2012;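 active means normalized GFP-positive differentiation at or above the plate's own cutoff, the solvent-only control mean plus 3 SD; inconclusive means no clear call, values can overlap the other calls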;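 further: cells exposed to compound for four days before flow analysis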
Siah-1 displacement: Siah-1 peptide-binding antagonists, primary screen, biochemical, fluorescence polarization, rhodamine-plectin, uHTS (AID 1817). one-dose displacement, % at 20 µM; IC50 in µM for titrated hits. Siah-1 / rhodamine-plectin peptide fluorescence polarization; higher % means a stronger effect. 290,000 compounds, 0.02% hits;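 active means displacement of at least 50% at 20 µM, with a fluorescence ratio check between 0.3 and a set limit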;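 further: plate controls were Siah plus tracer with DMSO for no effect and tracer alone without Siah for full effect; strong numbers were not always called active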
human PMI inhibition: inhibitors of human PMI, primary screen, biochemical, fluorescence intensity, coupled assay (AID 1209); purified PMI enzyme, coupled fluorescence intensity; higher % means a stronger effect; one-dose inhibition, % at 20 µM; IC50 in µM for titrated hits; 190,000 compounds, 0.42% hits;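 further: plate controls were DMSO vehicle for no effect and wells lacking substrate for full effect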
Salmonella PhoP GFP: inhibitors of PhoP regulon expression, primary screen, Salmonella Typhimurium, GFP reporter (AID 1863); one-dose inhibition, % at 50 µM; IC50 in µM for titrated hits; 300,000 compounds, 0.16% hits; S. Typhimurium PhoP-regulated promoter GFP reporter, 4 h; higher % means a stronger effect;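 active means inhibition over 29.93%, a cutoff 3 SD above the screen mean, later confirmed by dose response; inconclusive means inhibition over 29.93% but no dose response follow-up; inactive means inhibition at most 29.93% or unconfirmed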;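 further: 0% = low Mg2+ inducing control and 100% = high Mg2+ repressing control; strong numbers were not always called active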
RSV antiviral HEp-2: RSV antiviral activity via CPE protection, HEp-2 cells, primary 10 µM value included (AID 2391); CPE inhibition, % at 10 µM, or IC50 in µM where a hit was titrated; 310,000 compounds, 0.13% hits; HEp-2 cells, RSV-induced CPE inhibition; higher % means a stronger effect; in the data active means a potency from the dose series; inconclusive means CPE inhibition mostly from about 23% at the one dose, without a potency; inactive means the rest, 99 in 100 with CPE inhibition below about 21%; further: strong numbers were not always called active
WT yeast gro inh: growth inhibition of WT strain, primary screen, mitochondrial fusion inhibitor project, WT and mutant strains, chemical genetic; mitochondrial fusion phenotypic screen; inhibition, % at 10 µM; 190,000 compounds, 2.1% hits; in the data active means inhibition above about 58%; tested in S. cerevisiae
WT yeast gro inh mutant strain: second read-out of WT yeast gro inh, no call of its own (marks repeat the call); inhibition, %; mitochondrial fusion phenotypic screen, mutant strain inhibition
Myeloid diff MLP GFP+ MAC1+ %: also measured in Myeloid diff MLP; calls as there; GFP+ MAC1+ double positive, %; measured here: differentiation confirmed by MAC1 staining
Active calls of the source: *; i = inactive; ? = inconclusive; / = no result given; + = active, no number. Unless noted, no stated cut-off is given here; in the data, active means inhibition above about 50%; inactive means the rest.

SMILES	PMI inhibition	XIAP displacement	TNAP activation fold	Myeloid diff MLP	Myeloid diff MLP GFP+ MAC1+ %	Siah-1 displacement	human PMI inhibition	Salmonella PhoP GFP	RSV antiviral HEp-2	WT yeast gro inh	WT yeast gro inh mutant strain
CCSc1ccccc1C(=O)N1CCN(c2ccc([N+](=O)[O-])cc2)CC1	7%	-6.7%	0.9	i	0.5	0%	2%	-2%	1.5%	-22	-22
CN(C)c1ccc(NC(=O)c2ccc3nc[nH]c3c2)cc1	/	/	/	i	0.6	-11%	/	7%	5.0%	/	/
C/C(CCC(=O)O)=N/Nc1ccc([N+](=O)[O-])cc1[N+](=O)[O-]	-1%	-7.4%	0.9	i	0.9	5%	12%	17%	4.3%	-1	-24
COc1ccc2cc([C@H](C)C(=O)N(C)Cc3ccccc3N3CCCC3)ccc2c1	/	/	/	i	0.5	0%	/	1%	20%	/	/
Cc1nc(SCC(=O)NC(C)(C#N)C2CC2)c2c(-c3cccs3)csc2n1 (stereo unspecified)	6%	-3.7%	1	i	0.1	4%	-3%	8%	?	16	-10
CCC(C)NC(=O)Cn1c(=O)n(CCCCCC(=O)Nc2ccccc2)c(=O)c2sccc21 (stereo unspecified)	-4%	-7.1%	1.2	i	0.8	4%	2%	-21%	4.1%	-12	16
Cc1nn(Cc2ccc(Cl)cc2)c(=O)n1N(C)c1ncc(C(F)(F)F)cc1Cl	6%	-2.3%	1	i	0.6	0%	11%	8%	5.7%	6	0
Cc1cccc(NC(=O)CSc2ccc(-c3ccccn3)nn2)c1C	-20%	-7.5%	1.1	i	0.3	-6%	-9%	-4%	-1.3%	-4	19
CCSc1nnc(NC(=O)c2cccc(S(=O)(=O)N(C)c3ccccc3)c2)s1	-8%	-10%	1.3	i	0.2	9%	1%	-2%	19%	-19	-17
NS(=O)(=O)c1ccc(CNC(=O)c2cccnc2Cl)cc1	/	/	/	i	0.9	1%	/	-5%	0.4%	/	/
O=C(N1CCCCC1)N1CCN(C(=O)N2CCCCC2)CC1	-2%	4.4%	1.1	/	/	17%	-6%	-4%	0.2%	-9	-5
CCN(Cc1ccccc1)Cc1cccc([N+](=O)[O-])c1	-6%	-21%	1.1	i	3.4	2%	-1%	-1%	/	-6	7
Cc1[nH]c2ccc(CNS(=O)(=O)c3ccc(S(=O)(=O)N4CCOCC4)cc3)cc2c1C	9%	-9.6%	1.2	i	1.6	4%	7%	24%	0.4%	-2	-15
Cc1noc(C)c1S(=O)(=O)N1CCN(c2ccc(Cl)cc2)CC1	/	/	/	i	0.0	2%	/	-6%	1.9%	/	/
CC(C)N1CCC(N2CCN(Cc3cnc(-c4ccccc4)s3)CC2CCO)CC1 (stereo unspecified)	10%	-2.2%	1.1	i	0.3	4%	11%	-7%	0.1%	16	12
COc1cc(C(=O)Nc2ccccn2)cc(OC)c1OC	-6%	-4.1%	1.1	i	0.4	1%	-3%	9%	-0.2%	13	18
Cc1ccccc1NS(=O)(=O)c1cc(C(=O)Nc2cccc(N(C)S(C)(=O)=O)c2)ccc1C	12%	-6.4%	1.1	i	3.0	2%	14%	4%	?	5	20
COc1ccc(C(C(=O)NC2CCCC2)N(C(=O)c2snc(C(N)=O)c2N)c2cc(C)ccc2OC)cc1OC (stereo unspecified)	/	/	/	i	0.5	5%	/	0%	6.1µM*	/	/
COc1ccc(/C=N/NC(=O)c2[nH]c3ccc(Br)cc3c2-c2ccccc2)c(C(=O)O)c1OC	/	/	/	i	0.4	3%	/	-2%	-2.9%	/	/
O=C(Oc1ccc(F)cc1)N1CCOCC1	/	/	/	i	0.0	-2%	/	-3%	0.1%	/	/
Cc1ccc2c(c1)N(CC(=O)NCCCN1CCCC1)C(=O)CO2	/	/	/	i	0.4	-1%	/	6%	0.3%	/	/
CN(NC(N)=O)c1ncc(C(F)(F)F)cc1Cl	17%	0.3%	1.1	i	0.9	8%	8%	0%	-0.1%	-2	11
O=C(O)c1cccc(-n2c(O)c(C=C3N=c4ccccc4=N3)sc2=S)c1	/	/	/	i	0.5	7%	/	-5%	-2.2%	/	/
CC1CCCCN1CC(O)COCc1ccc(Cl)cc1 (stereo unspecified)	/	/	/	i	0.5	-6%	/	2%	-1.4%	/	/
C[C@@H](C(=O)NCc1ccccc1)[C@@H]1C[C@@]1(C)[C@@H](NC(=O)OCc1ccccc1)c1ccccc1	20%	-6.9%	1.2	i	2.6	6%	18%	1%	2.0%	42	-2
CCc1nnc(NC(=O)C2(C)COC(c3ccccc3)OC2)s1 (stereo unspecified)	0%	-1.3%	1.1	i	0.6	-5%	-2%	0%	1.1%	-2	13
O=C(CSc1nnc(-c2ccccc2O)o1)Oc1ccc(OCc2ccccc2)cc1	-12%	-1.2%	1.1	+	2.6*	-1%	-12%	13%	0.7%	5	0
CC(=O)Nc1ccc(C(=O)N/C(=C/c2ccccc2)C(=O)Nc2cccc(C(=O)O)c2)cc1	2%	-3.2%	1.1	i	0.9	10%	3%	6%	0.6%	-9	-22
CCOc1cc(/C=N/NC(=O)C2CC2)ccc1OC(C)C	/	/	/	i	1.2	-1%	/	-5%	1.4%	/	/
O=C(c1cccc(C(F)(F)F)c1)N1CCN(C2CCCCC2)CC1	-1%	-2.9%	1.1	i	5.0	3%	3%	-3%	-0.2%	9	22
CCCCC(=O)NC(c1cccc([N+](=O)[O-])c1)c1c(OC(C)=O)ccc2ccccc12 (stereo unspecified)	11%	0.1%	1.1	/	/	-7%	9%	2%	1.9%	38	-9
COc1cccc(CNC(=O)CN2C(=O)COc3ccc(S(=O)(=O)N4CCC(C)CC4)cc32)c1	/	/	/	i	1.2	11%	/	8%	1.4%	/	/
CCN(CC)C(=O)N1CCN(C(=O)c2ccc(C)cn2)CC1	-2%	-5.0%	1.1	i	0.7	-3%	6%	-5%	1.7%	3	0
O=C1NC(c2ccccc2)C(C(=O)c2cccs2)=C1O (stereo unspecified)	-24%	-4.1%	1.1	i	0.4	2%	-10%	-5%	0.9%	20	20
O=C(COc1ccccc1)NCc1ccccc1	8%	-2.0%	1.2	i	8.7	-1%	8%	-3%	0.2%	-13	-9
COc1ccc(CNc2ccc3cn[nH]c3c2)c(OC)c1OC	32%	-7.3%	1.1	i	3.8	3%	40%	23%	1.6%	-1	-1
O=C(NC(=S)Nc1cccc2[nH]ncc12)c1ccccc1	32%	-5.7%	1.1	i	0.5	10%	13%	-7%	4.4%	5	8
CN(C)c1ccc(NS(=O)(=O)c2ccc(Cl)cc2)cc1	14%	-4.9%	1.4	i	0.5	-12%	23%	7%	0.5%	-2	8
N/C(=N\OC(=O)c1cccc(Cl)c1)c1ccncc1	8%	-9.2%	1.1	i	0.1	0%	10%	3%	0.9%	15	7
O=C(Nn1cnc2ccccc2c1=O)c1ccc(F)cc1Cl	-4%	-5.3%	1	i	5.1	-1%	-13%	-11%	0.5%	11	6
N#Cc1ccc(OCCN2C(=O)NC3(CCSC3)C2=O)cc1 (stereo unspecified)	-10%	0.6%	1.1	i	0.6	3%	-8%	16%	1.2%	1	7

13 consecutive entries out of the list so far, quoted:
SMILES	PMI inhibition	XIAP displacement	TNAP activation fold	Myeloid diff MLP	Myeloid diff MLP GFP+ MAC1+ %	Siah-1 displacement	human PMI inhibition	Salmonella PhoP GFP	RSV antiviral HEp-2	WT yeast gro inh	WT yeast gro inh mutant strain
CCOc1cc(/C=N/NC(=O)C2CC2)ccc1OC(C)C	/	/	/	i	1.2	-1%	/	-5%	1.4%	/	/
O=C(c1cccc(C(F)(F)F)c1)N1CCN(C2CCCCC2)CC1	-1%	-2.9%	1.1	i	5.0	3%	3%	-3%	-0.2%	9	22
CCCCC(=O)NC(c1cccc([N+](=O)[O-])c1)c1c(OC(C)=O)ccc2ccccc12 (stereo unspecified)	11%	0.1%	1.1	/	/	-7%	9%	2%	1.9%	38	-9
COc1cccc(CNC(=O)CN2C(=O)COc3ccc(S(=O)(=O)N4CCC(C)CC4)cc32)c1	/	/	/	i	1.2	11%	/	8%	1.4%	/	/
CCN(CC)C(=O)N1CCN(C(=O)c2ccc(C)cn2)CC1	-2%	-5.0%	1.1	i	0.7	-3%	6%	-5%	1.7%	3	0
O=C1NC(c2ccccc2)C(C(=O)c2cccs2)=C1O (stereo unspecified)	-24%	-4.1%	1.1	i	0.4	2%	-10%	-5%	0.9%	20	20
O=C(COc1ccccc1)NCc1ccccc1	8%	-2.0%	1.2	i	8.7	-1%	8%	-3%	0.2%	-13	-9
COc1ccc(CNc2ccc3cn[nH]c3c2)c(OC)c1OC	32%	-7.3%	1.1	i	3.8	3%	40%	23%	1.6%	-1	-1
O=C(NC(=S)Nc1cccc2[nH]ncc12)c1ccccc1	32%	-5.7%	1.1	i	0.5	10%	13%	-7%	4.4%	5	8
CN(C)c1ccc(NS(=O)(=O)c2ccc(Cl)cc2)cc1	14%	-4.9%	1.4	i	0.5	-12%	23%	7%	0.5%	-2	8
N/C(=N\OC(=O)c1cccc(Cl)c1)c1ccncc1	8%	-9.2%	1.1	i	0.1	0%	10%	3%	0.9%	15	7
O=C(Nn1cnc2ccccc2c1=O)c1ccc(F)cc1Cl	-4%	-5.3%	1	i	5.1	-1%	-13%	-11%	0.5%	11	6
N#Cc1ccc(OCCN2C(=O)NC3(CCSC3)C2=O)cc1 (stereo unspecified)	-10%	0.6%	1.1	i	0.6	3%	-8%	16%	1.2%	1	7
